Rin1-Abl PPI inh – inhibitors of Rin1-Abl protein binding, primary screen, biochemical, TR-FRET | Tyrosine-protein kinase ABL1 (Homo sapiens) + Ras and Rab interactor 1 (Homo sapiens), … | inhibition, % at 7.35 µM | actives 0.4% (n = 360,000) | AID 588664, 2011; in the data active means inhibition above about 5%, passing the limit was not always enough
FAS TE block – FAS thioesterase domain inhibitors, primary screen, biochemical, fluorescence intensity, uHTS; Fatty acid synthase (Homo sapiens), P49327; recombinant FAS-TE, OMFH fluorogenic substrate, fluorescence endpoint; inhibition, % at 15 µM; actives 0.67% (n = 360,000);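 active means compounds whose normalised, plate-corrected inhibition of enzyme fluorescence in the single-dose primary screen is 50% or more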;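 further: 0% = DMSO with enzyme and 100% = substrate without enzyme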
NadD block – inhibitors of S. aureus NadD, primary screen, biochemical, colorimetric, uHTS | AID 602399, 2012 | inhibition, % at 20 µM | purified NadD enzyme, colorimetric absorbance read-out | actives 0.78% (n = 360,000) | Nicotinate-nucleotide adenylyltransferase NadD (Staphylococcus aureus N315); in the data active means inhibition above about 26%; further: some compounds past the cut are filed as inactive
MT1-MMP act inh – blockers of MT1-MMP proenzyme processing, primary screen, HT1080 RFP-PRO-GFP cells, GFP/RFP fluorescence; Matrix metalloproteinase-14 (Homo sapiens), P50281; GFP/RFP ratio fluorescence, overnight; percent of plate control window, DMSO zero; GFP/RFP ratio change, % at 20 µM; actives 0.061% (n = 360,000); AID 651647, 2012;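 active means GFP/RFP ratio change of at least 30% with cell ATP level not reduced by more than half and red fluorescence within 50% of control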; further: strong numbers were not always called active
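Read-out: GFP/RFP fluorescence ratio; Test system: RFP-PRO-GFP reporter HT1080 cells; Compound dosing: single-point 20 µM compound, 1% DMSO; Times: overnight compound exposure at 37 °C.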
SKN-1 inh – suppressors of acrylamide-induced Pgst-4::GFP reporter in worms, primary screen, SKN-1 inhibitor project, whole organism, uHTS, GFP/RFP fluorescence ratio, strain VP596 | AID 624304, 2012 | inhibition, % at 21.8 µM | actives 0.49% (n = 360,000) | C. elegans VP596 Pgst-4::GFP/RFP ratio, 24 h;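 active means interference check ratio from 0.5 to 1.5 plus GFP to RFP signal ratio inhibition reaching or exceeding a fixed threshold, cut at about 30% in these data, passing the limit was not always enough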; further: some compounds called inactive have numbers as strong as hits
Rpn11 block – Rpn11 (PSMD14) deubiquitinase inhibitors, primary screen, biochemical, fluorescence polarization, uHTS; calls only at 20 µM; AID 588493, 2011; human 26S proteasome, Ub4-pepOG fluorescence polarization; 20S core pre-blocked with epoxomicin; actives 0.59% (n = 360,000);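 active means inhibition at 20 µM, scaled to each plate's controls, above about 33%, limit read from the data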
Neddyl block – inhibitors of cullin neddylation, primary screen, biochemical, TR-FRET, uHTS, NAE and Ubc12; NEDD8-conjugating enzyme Ubc12 (Homo sapiens) + NEDD8-activating enzyme E1 regulatory …; calls only at 25 µM; actives 0.58% (n = 360,000); in the data active means inhibition above about 36%
CSN inh – inhibitors of CSN-mediated cullin deneddylation, primary screen, biochemical, fluorescence polarization, uHTS; AID 651999, 2013; inhibition, % at 12.5 µM; COP9 signalosome complex subunit 5 (Homo sapiens), Q92905; Purified CSN, SCF-Nedd8-OG deneddylation; actives 0.38% (n = 360,000);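 active means pattern-corrected inhibition above about 35%, with an unprinted fluorescence ratio check between 0.5 and 1.5, limit read from the data, passing the limit was not always enough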;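 further: 0% = enzyme with substrate and 100% = substrate without enzyme; some results filed as inactive read as strong as hits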
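Assay system: Purified human Csn5 enzyme expressed in HEK293T cells | Amount: Enzyme 0.24 nM | Measured by: Fluorescence polarization readout | Medium: Tris/NaCl/DTT buffer, pH 7.5 | Compound dosing: One concentration, 12.5 µM, 0.25% DMSO | Times: 90 min incubation of compound, enzyme and substrate at room temperature | Control set: no-enzyme wells high, enzyme-with-substrate wells low | Read-out: % inhibition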
PABP1 MLLE inh – inhibitors of PABP1 MLLE–PAM2 peptide binding, primary screen, biochemical, fluorescence polarization, FITC-PAM2, GST-MLLE; AID 588489, 2011; inhibition, % at 20 µM; Polyadenylate-binding protein 1 (Homo sapiens), P11940; actives 0.36% (n = 360,000); in the data active means inhibition above about 35%, passing the limit was not always enough;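 further: plate controls were DMSO wells with GST-MLLE for no effect and wells lacking GST-MLLE protein for full effect; some results filed as inactive read as strong as hits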
* marks the source's active call; other numbers are inactive results; i = inactive.

Molecule	Rin1-Abl PPI inh	FAS TE block	NadD block	MT1-MMP act inh	SKN-1 inh	Rpn11 block	Neddyl block	CSN inh	PABP1 MLLE inh
CC(C)(C)OC(=O)N1CCC(Cc2cc(-c3cccnc3)no2)(C(=O)O)CC1	1.5	-4.5	2.0	3.0	12.1	i	i	-4.7	-1.5
O=C(NC1CCCc2ccccc21)c1cn2ccccc2n1 (stereo unspecified)	-0.6	-2.2	-2.1	0.1	-5.5	i	i	-4.0	-68.1
O=C(NCc1ccc2c(c1)OCO2)c1nc(Cn2cc([N+](=O)[O-])cn2)no1	0.3	2.7	-9.3	1.2	5.3	i	i	1.8	-8.7
COc1ccc(CNc2nc3nc(C)c(Cl)c(C)n3n2)cc1	-2.5	1.5	-5.0	7.5	19.8	i	i	2.5	-4.6
CSc1cc(-c2ccco2)oc1C(=O)c1ccco1	-1.1	1.8	-4.3	-3.0	35.7*	i	i	13.3	-20.1
COc1ccc(/C=N/N2CCOCC2)cc1Cn1nc(C)c([N+](=O)[O-])c1C	0.7	18.9	-6.8	-0.8	2.4	i	i	-2.8	11.9
Cc1noc(C)c1S(=O)(=O)N1CCC(C(=O)N2CCC(N3CCCCC3)CC2)CC1	4.2	-8.6	-7.0	-4.1	-4.7	i	i	-1.4	4.6
CCOCc1cnc(C)nc1NCC(=O)c1c(C)[nH]c2ccccc12	2.0	-9.6	20.6	-5.5	-27.9	i	i	1.4	-123.2
Cc1ccc(-c2nc(CSc3nc4ccccc4c(=O)n3C)cs2)cc1	-0.3	18.9	-6.2	-1.9	-5.1	i	i	-10.1	-4.8
O=C(CSc1nc2ccccc2c(=O)n1-c1ccccc1F)Nc1ccc2c(c1)CCC2	1.7	25.6	9.3	-7.3	9.5	i	i	4.4	-0.5
COc1ccc(-c2nnc(SCC(=O)c3ccc(C)o3)o2)cc1	1.6	1.7	-4.1	1.9	4.4	i	i	0.6	-44.0
COc1cc(C2c3c(oc4ccccc4c3=O)C(=O)N2Cc2ccco2)ccc1O (stereo unspecified)	3.6	-1.4	-2.3	-1.1	-18.0	i	i	-0.8	0.8
COC(=O)Nc1ccc([N+](=O)[O-])cc1OC	-3.5	-3.5	-6.8	0.5	3.4	i	i	-10.6	3.5
O=C(c1ccc2nsnc2c1)N1CCN(c2ccc([N+](=O)[O-])cc2)CC1	-2.1	7.1	-9.8	1.3	-1.5	i	i	2.1	-19.9
Cc1ccccc1NS(=O)(=O)c1ccc(C(=O)N2CCCCCC2)cc1	4.4	-0.2	2.0	11.9	9.2	i	i	-3.6	-3.9
CC1(C(=O)N2CCN(C(=O)c3ccco3)CC2)CC1(Br)Br (stereo unspecified)	-5.3	-2.1	3.7	-3.1	4.8	i	i	-1.6	7.9
O=c1cc(CSc2nnc(-c3cccs3)n2Cc2ccccc2)nc2sc3ccccc3n12	1.7	16.3	18.1	-3.8	8.8	i	i	1.2	-104.2
O=C1OCC2=C1C(c1ccc(Cl)cc1)CC(=O)N2c1ccc(F)cc1 (stereo unspecified)	-2.8	-0.7	-3.8	0.2	4.5	i	i	-3.7	-0.3
O=C(O)/C=C/C(=O)Nc1ccc(OC(F)(F)F)cc1	0.5	-6.6	-2.1	1.8	1.2	i	i	2.4	-4.5
Cc1nonc1NC(=O)CSc1cn[nH]n1	3.3	-4.9	-3.4	0.5	-2.4	i	i	3.9	12.3
CCOC(=O)CN1C(=O)N[C@@H](c2ccccc2)[C@H](C(C)=O)[C@H]1C	0.2	-10.1	-7.8	0.7	0.9	i	i	5.1	1.1
CC(=O)N1CCCc2cc(S(=O)(=O)N3CCN(c4ccccn4)CC3)ccc21	0.2	-3.1	-0.4	-7.6	-6.8	i	i	6.1	3.1
CC(=O)NCCOC(=O)c1nn(Cc2ccccc2)c(=O)c2ccccc12	1.7	-0.4	-5.8	5.6	6.8	i	i	2.2	0.4
CN(C)S(=O)(=O)c1cc(NC(=O)CN2C(=O)NC3(CCCc4ccccc43)C2=O)ccc1Cl (stereo unspecified)	1.8	11.7	3.8	0.6	11.7	i	i	-2.4	-13.7
Cc1nc(Sc2ccccc2)c(C#N)c(C)c1[N+](=O)[O-]	1.1	59.4*	1.8	4.9	-16.9	i	i	0.9	14.7
COc1ccc(C)cc1NC(=O)C(CCS(C)(=O)=O)NC(C)=O (stereo unspecified)	-0.9	-10.0	2.3	3.0	14.8	i	i	-4.5	6.7
CC1CCc2nn(CC(=O)NCCCN3CCCCC3)cc2C1 (stereo unspecified)	-0.9	-5.3	-2.2	1.8	15.9	i	i	-0.5	-14.5
O=C(CSc1ncccn1)NCCC1=CCCCC1	-0.9	-8.2	-1.3	-2.9	6.6	i	i	2.4	4.4
C/C(CC(=O)Nc1ccc2c(c1)OCCO2)=N\NC(=O)Cc1ccc(Cl)cc1	2.0	3.1	-0.1	2.9	-5.7	i	i	3.3	-0.9
O=C(CSc1nnc(-c2ccncc2)n1Cc1ccccc1)NC1CCCc2ccccc21 (stereo unspecified)	-1.6	-7.1	1.0	-1.5	12.2	i	i	-10.3	-20.6
CCOC(=O)CNC(=O)CSc1nc2nc(C)c(Br)cc2[nH]1	-1.1	-5.0	2.3	-1.5	9.0	i	i	-6.9	-90.8
O=C(CCCN1C(=O)/C(=C/c2ccccc2Cl)SC1=S)N1CCCC1	-1.9	32.6	-33.2	-2.4	1.6	i	i	4.4	12.3
CCOC(=O)N1CCN(C(=O)c2cn(CCOC)c(=O)c3c2c2ccccc2n3C)CC1	-2.5	-2.2	-2.4	0.8	20.3	i	i	1.0	4.3
Cc1c(OC(=O)c2ccc([N+](=O)[O-])cc2)c2c(c[n+]1C)COC(C)(C)OC2	-0.9	-6.1	18.6	-7.0	-4.0	i	i	-1.3	-25.6
Cc1ccc(S(=O)(=O)N(C)CC(=O)Nc2ccccc2)cc1	0.2	-7.7	9.5	-4.7	-3.2	i	i	-2.6	-8.4
CCc1nc2ccc(C(=O)NCCN(C)C)cn2c1N(CC)CCOC	2.0	-7.5	1.6	-1.9	14.8	i	i	0.1	-4.4
CCN1CCN(C(=O)c2ccc(CS(=O)Cc3ccc(C)cc3)o2)CC1 (stereo unspecified)	2.9	-3.6	0.9	-1.1	8.7	i	i	0.0	13.1
CC(OC(=O)c1cccc(S(=O)(=O)N(C)C)c1)C(=O)NCC(=O)Nc1ccc(F)c(F)c1F (stereo unspecified)	4.6	-4.1	2.2	1.4	-7.9	i	i	0.5	-4.8
CC(=O)NC(c1ccccc1)c1nc(/C=C/c2ccccc2)cs1 (stereo unspecified)	-2.7	5.2	-2.9	-6.2	-1.2	i	i	4.2	-7.1
O=C(NCc1cccc(Cl)c1)c1ccc(-c2csnn2)cc1	-4.3	2.3	2.6	9.9	12.3	i	i	5.4	0.6

Printed as active in SKN-1 inh, among the entries above:
canonical_smiles | Rin1-Abl PPI inh | NadD block | MT1-MMP act inh | SKN-1 inh | Rpn11 block | Neddyl block | CSN inh | PABP1 MLLE inh
CSc1cc(-c2ccco2)oc1C(=O)c1ccco1 | -1.1 | -4.3 | -3.0 | 35.7* | i | i | 13.3 | -20.1

(cont.)
Molecule	Rin1-Abl PPI inh	FAS TE block	NadD block	MT1-MMP act inh	SKN-1 inh	Rpn11 block	Neddyl block	CSN inh	PABP1 MLLE inh
CCCCNC(=O)CCn1c(=O)c2ccccc2n(Cc2ccc(F)cc2)c1=O	-2.9	-0.1	1.2	1.2	4.4	i	i	1.1	-4.0
Cc1ccc(CNC(=O)CCCn2c(=O)[nH]c3ccccc3c2=O)cc1	2.6	-5.4	-3.5	-1.3	8.0	i	i	-3.3	-13.0
NC(=O)c1cc[n+](CC2=C(C(=O)O)N3C(=O)[C@@H](NC(=O)C(c4ccccc4)S(=O)(=O)[O-])[C@H]3SC2)cc1 (stereo partly specified)	2.6	-6.6	15.8	-6.8	-1.5	i	i	17.0	26.9
CN1CCN(C(=O)c2cc3c(c(-c4cccc(-c5cc6ccccc6o5)c4)n2)[C@H](CCO)N(S(=O)C(C)(C)C)C3)CC1 (stereo partly specified)	-0.2	-7.0	-5.9	3.0	9.4	i	i	4.8	-15.3
COc1cccc(CN2CCN(C3CCOCC3)CC2CCO)c1 (stereo unspecified)	-1.7	-6.5	-3.3	-2.0	-11.1	i	i	5.7	-0.7
CCCCC(c1nc2ccccc2[nH]1)N(C(=O)c1ccccc1)c1ccccc1[N+](=O)[O-] (stereo unspecified)	-0.3	1.6	2.3	-4.8	12.2	i	i	3.8	14.8
CC(C)Cn1nc(C(=O)Nc2cccc(C(=O)NC3CC3)c2)c2ccccc2c1=O	-1.5	-2.0	-5.7	4.4	11.8	i	i	-1.0	11.8
COc1ccc2nc(N3C(=O)CC(Cc4ccc(C)cc4)C3=O)sc2c1 (stereo unspecified)	0.8	7.9	-10.4	-2.2	-14.4	i	i	-4.6	-18.8
Cc1nn2cc(-c3cccc(Cl)c3)cnc2c1Cl	-1.3	4.6	-6.3	-2.5	7.7	i	i	-8.2	4.1
CCN(CC(=O)NCc1ccc(Cl)cc1)C(=O)CSc1ccccc1	0.6	4.9	-0.4	-2.5	8.0	i	i	3.9	11.8
Cc1ccc(S(=O)(=O)N2C[C@H]3C(=O)C[C@@H](c4ccccc4F)N(S(=O)(=O)c4ccc(C)cc4)[C@H]3C[C@H]2c2ccccc2)cc1	4.8	43.6	5.8	-10.3	14.8	i	i	-1.4	18.0
CN(C)c1ccc(/C=N/NC(=O)C[n+]2ccccc2)cc1	-1.0	-5.8	-4.7	-1.1	-8.4	i	i	3.2	1.0
O=C(N/N=C/c1ccccn1)c1cc(-c2ccncc2)nc2ccccc12	-0.3	3.8	4.1	-0.9	9.6	i	i	0.2	24.3
CCN(c1cc(C)cc(C)c1)S(=O)(=O)c1nnc(NC(=O)c2ccco2)s1	0.6	-1.1	7.9	3.4	11.6	i	i	5.7	-8.6
CC(Oc1cc2oc(=O)c3c(c2cc1Cl)CCCC3)C(=O)NCCN1CCOCC1 (stereo unspecified)	-0.2	-5.6	4.6	-0.9	3.7	i	i	-0.9	3.8
CCOC(=O)c1c(NC(=O)CSc2ccccc2C(=O)O)sc(C)c1C	-2.8	-4.5	-0.5	-0.7	-9.1	i	i	-1.1	9.4

Compound activity (PubChem BioAssay)

An unsorted share of the library; 3.9% or so of the library scored in one or more.
